Screening results: PubChem, several laboratories
SIAE inh = human SIAE inhibitors, primary screen, biochemical, fluorescence polarization, FP-Rh probe, 1536-well HTS; inhibition, % at 9.66 µM; actives 0.69% (n = 370,000); SIAE FP-Rh probe binding; AID 1053197, 2014;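 active means inhibition above a cutoff: mean of compounds within the control limits plus 3 SD of those, cut at about 17% in these data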;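 further: 0% = plate median of compound wells and 100% = probe without SIAE protein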
MBD2 inh = inhibitors of MBD2 binding to methylated DNA, primary screen, biochemical, TR-FRET, DNA-binding domain, human | Methyl-CpG-binding domain protein 2 (Homo sapiens), Q9UBB5 | MBD2 binding to methylated oligonucleotide | inhibition, % at 4.4 µM | actives 0.31% (n = 370,000) | AID 686964, 2013; in the data active means inhibition above about 13%
HTRA1 inh = HTRA1 serine protease inhibitors, primary screen, biochemical, fluorescence polarization, HTS; inhibition, % at 5.96 µM; recombinant HTRA1, FP-rhodamine activity-based probe; actives 0.5% (n = 340,000); in the data active means inhibition above about 36%;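 further: 0% = enzyme with DMSO and 100% = wells lacking enzyme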
TDP2 absorb = human TDP2 enzyme inhibitors, primary screen, biochemical, epi absorbance, recombinant enzyme. Tyrosyl-DNA phosphodiesterase 2 (Homo sapiens), O95551. T5PNP hydrolysis, p-nitrophenol absorbance 415 nm. inhibition, % at 12.8 µM. actives 0.34% (n = 370,000). AID 720702, 2013;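 active means inhibition above the mean of all tested compounds plus 3 SD, set per campaign, cut at about 25% in these data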;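 further: 0% = DMSO with enzyme and 100% = buffer with substrate but no TDP2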
Target sequence (O95551 whole entry, looked up): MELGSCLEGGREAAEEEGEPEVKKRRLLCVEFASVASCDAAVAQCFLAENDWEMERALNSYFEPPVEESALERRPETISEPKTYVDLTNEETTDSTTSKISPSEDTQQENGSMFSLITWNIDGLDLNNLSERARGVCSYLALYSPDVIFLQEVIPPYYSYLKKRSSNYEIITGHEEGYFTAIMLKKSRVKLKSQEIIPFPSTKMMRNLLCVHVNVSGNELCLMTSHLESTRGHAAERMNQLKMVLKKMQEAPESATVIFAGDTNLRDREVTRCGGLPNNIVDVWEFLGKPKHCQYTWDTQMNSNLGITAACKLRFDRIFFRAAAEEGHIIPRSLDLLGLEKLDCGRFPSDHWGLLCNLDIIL
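Test system: human TDP2 enzyme; Input: 120 nM TDP2 per well; Buffer or medium: Mg2+-containing Tris-HCl buffer, pH 7.5; Reagent: 5 mM T5PNP; Dosing: 12.8 µM single point, 1% DMSO; Incubation: reaction 2 h, 37 °C; Detection: p-Nitrophenol epi absorbance; Read-out: % inhibition relative to enzyme-containing and enzyme-free wells; Replicates: single well per compound.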
PRMT1 inh = PRMT1 methyltransferase inhibitors, primary screen, biochemical, fluorescence polarization. recombinant PRMT1, activity-based probe fluorescence polarization. inhibition, % at 2.79 µM. actives 1.3% (n = 370,000). AID 652257, 2013;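 active means inhibition above about 21% made by adding two undisclosed values, limit read from the data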
Target sequence (Q99873 whole entry, looked up): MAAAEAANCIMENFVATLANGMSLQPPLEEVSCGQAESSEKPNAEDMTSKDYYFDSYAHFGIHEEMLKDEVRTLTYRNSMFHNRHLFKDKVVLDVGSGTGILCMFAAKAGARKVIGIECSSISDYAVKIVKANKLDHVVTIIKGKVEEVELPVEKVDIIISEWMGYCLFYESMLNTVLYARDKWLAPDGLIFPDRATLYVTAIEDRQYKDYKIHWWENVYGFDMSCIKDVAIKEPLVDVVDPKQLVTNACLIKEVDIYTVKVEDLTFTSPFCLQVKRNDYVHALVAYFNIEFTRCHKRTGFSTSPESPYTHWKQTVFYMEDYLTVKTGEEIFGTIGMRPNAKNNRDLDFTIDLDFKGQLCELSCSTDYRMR
ABHD4 inh = ABHD4 inhibitors, primary screen, biochemical, fluorescence polarization, mouse; (Lyso)-N-acylphosphatidylethanolamine lipase (Mus musculus), Q8VD66; purified mABHD4, FP-Rh probe fluorescence polarization; inhibition, % at 8.92 µM; actives 0.54% (n = 370,000); AID 720543, 2013;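 active means inhibition exceeding the mean over every tested compound plus 3 SD, cut at about 30% in these data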;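 further: 0% = plate median of compound wells and 100% = S159A mutant with DMSO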
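System: mouse ABHD4 enzyme, wild type / Medium: HEPES pH 7.0, NaCl, Pluronic buffer / Reagent: FP-Rh activity-based fluorescent probe / Control set: S159A mutant high control, sample median low control / Detection: fluorescence polarization with parallel and perpendicular emission, 525/598 nm / Schedule: 45 min + 60 min at 25 °C / Compound dosing: 8.92 µM, single dose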
NPR2 activator = human GC-B receptor activators, primary screen, HEK293 GC-B cells, cGMP TR-FRET, EC30 CNP. Atrial natriuretic peptide receptor 2 (Homo sapiens), P20594. 0% at EC30 CNP, 100% saturating CNP. activation, % at 10 µM. actives 0.11% (n = 370,000);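 active means activation at 10 µM reaching about 35% in either raw or pattern-adjusted values, limit read from the data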
rCAG binder = binders of r(CAG) RNA repeats, primary screen, biochemical, fluorescence; r(CAG) RNA repeat, TO-PRO-1 dye displacement fluorescence; inhibition, % at 3 µM; actives 1.3% (n = 370,000); AID 651821, 2012;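 active means inhibition above the plate cutoff, the mean of all test compounds on that plate plus 3 SD, cut at about 35% in these data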;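 further: 0% = DMSO alone and 100% = 100 µM mitoxantrone as full dye displacement; higher means more dye released from RNA so lower well fluorescence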
TCR-CD3 inh = inhibitors of human TCR-CD3 interaction, primary screen, biochemical, fluorescence, TAMRA-labeled TCR probe | T-cell receptor (TCR) | inhibition, % at 9.4 µM | actives 0.37% (n = 360,000) | AID 651800, 2012; in the data active means inhibition above about 19%;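 further: recombinant mutant TCR 2C K166C tagged with TAMRA read by polarization; 0% = receptor in buffer alone and 100% = receptor with positive control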
LEDGF integ inh = blockers of LEDGF/p75-dependent integrase strand transfer – biochemical, TR-FRET, high throughput, primary screen. TR-FRET IN-LEDGF/p75 DNA integration, Eu/Cy5. inhibition, % at 3.7 µM. actives 0.64% (n = 370,000). HIV-1 integrase (with human LEDGF/p75);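 active means inhibition above the screen-wide mean plus 3 SD, cut at about 13% in these data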;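 further: signal is the Cy5 over europium emission ratio at 671 and 618 nm; 0% = plate median of compound wells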
Active calls of the source: *; / = no result given. Some of the compounds tested, so the mix of outcomes need not match the whole.

Molecule,SIAE inh,MBD2 inh,HTRA1 inh,TDP2 absorb,PRMT1 inh,ABHD4 inh,NPR2 activator,rCAG binder,TCR-CD3 inh,LEDGF integ inh
CCCCCC1CC(CC(C)C(=O)Nc2nncs2)C(=O)O1 (centres undefined),-3,-4,3,5,3,2,-1,-7,-3,0
O=C1C2C3C=CC(C3)C2C(=O)N1CCN1CCN(S(=O)(=O)c2ccc3ccccc3c2)CC1 (centres undefined),-2,-1,-7,4,0,6,0,-1,10,-2
CC1CCN(C(=O)Nc2cccc(NC(=O)N3CCC(C)CC3)c2)CC1,1,-4,-4,-3,0,6,1,-9,0,1
O=C(NCC(c1ccco1)N1CCN(c2ccccc2F)CC1)c1ccco1 (centres undefined),2,-1,0,-9,5,2,8,-7,0,-6
COc1cccc(CNC(=O)CCCC(=O)Nc2cccc([N+](=O)[O-])c2)c1,-4,2,0,-5,5,-6,-7,0,-12,2
CN(C)c1cccc2c1c(NS(=O)(=O)c1cn(C)cn1)nn2C,-6,-3,2,44*,0,7,-3,22,-8,15*
O=c1cc(-c2ccccc2Cl)oc2c(Br)ccc(O)c12,1,2,-2,4,0,3,-2,8,0,1
CCN(CC)S(=O)(=O)c1csc(C(=O)NCc2ccccc2)c1,0,-2,-2,-2,-1,-3,5,-3,7,-1
CC1(C)Cc2c(sc3nc(SCC(=O)NCc4ccccc4)n(-c4ccccc4)c(=O)c23)CS1,1,0,0,2,0,-1,5,4,3,-2
CCCOC(=O)C(C)Sc1n[nH]c(=O)[nH]c1=O (centres undefined),-4,-1,1,8,0,0,3,4,0,1

The last 2 compounds of the section before are carried over, then new ones follow.
Molecule,SIAE inh,MBD2 inh,HTRA1 inh,TDP2 absorb,PRMT1 inh,ABHD4 inh,NPR2 activator,rCAG binder,TCR-CD3 inh,LEDGF integ inh
CC1(C)Cc2c(sc3nc(SCC(=O)NCc4ccccc4)n(-c4ccccc4)c(=O)c23)CS1,1,0,0,2,0,-1,5,4,3,-2
CCCOC(=O)C(C)Sc1n[nH]c(=O)[nH]c1=O (centres undefined),-4,-1,1,8,0,0,3,4,0,1
C=CCn1c(SCc2cccc3ccccc23)nnc1-c1cccnc1,1,5,-1,-2,-1,-3,-6,-8,2,4
O=C(CN1N=C(c2ccc(Cl)cc2)CCC1=O)NCc1cccnc1,-2,0,7,13,-4,4,8,-4,4,2
COC(=O)CCNC(=O)c1nn(Cc2ccccc2)c(=O)c2ccccc12,5,-4,-3,18,-3,4,24,2,3,1
O=C(O)Cn1nc(C(F)(F)F)c2c1CCC2,11,-3,0,-7,-3,5,8,-1,7,-3
Cc1cc(Cl)ccc1OC(C)C(=O)Nc1cccc(S(=O)(=O)N2CCOCC2)c1 (centres undefined),-9,2,-18,-8,2,2,0,3,-4,2
CSc1ncc(CN2CCCC(C(=O)Nc3ccc(-c4ccco4)cc3)C2)cn1 (centres undefined),-14,-6,-25,-13,21,-18,3,17,-2,5
COc1nc(Oc2ccc(=O)n(C)n2)nc(N(C)C)n1,-4,-4,4,0,1,-4,1,1,4,-1
Clc1cccc(CSc2ccc(-c3cccnc3)nn2)c1,3,2,-12,-7,0,-9,0,-2,6,-2
CC(=O)c1cc2c(cc1C)CCCC2(C)C,2,-1,/,-1,-1,-6,1,2,-2,-3
COCCCNC(=O)c1ccccc1C(F)(F)F,-7,1,2,-7,1,-8,-3,0,-2,9

The listing continues.
Molecule,SIAE inh,MBD2 inh,HTRA1 inh,TDP2 absorb,PRMT1 inh,ABHD4 inh,NPR2 activator,rCAG binder,TCR-CD3 inh,LEDGF integ inh
N#Cc1c(-c2ccccc2)nc(SCc2cccc(C(F)(F)F)c2)[nH]c1=O,-18,0,-131,3,3,-84,1,91*,2,3
O=C(Nc1ccsc1C(=O)NC1CCCCC1)c1ccccc1,-3,-6,-19,-4,-2,-7,-2,0,-9,-1
Cc1c(NC(=O)C(C)OC(=O)c2ccc([N+](=O)[O-])s2)c(=O)n(-c2ccccc2)n1C (centres undefined),2,5,27,44*,6,8,3,0,-2,8
CCC(=O)N(c1nnc(SC(C)C(=O)Nc2ccc(N3CCOCC3)cc2)s1)C1CC1 (centres undefined),6,-6,9,-1,3,-8,-5,3,-3,0
OCCN1CCN(CCOc2ccccc2-c2ccccc2)CC1,-6,1,2,-4,-2,2,0,-5,3,3
CCOC(=O)c1c(C)nc(C)c(C(=O)OCC)c1-c1ccco1,7,-2,0,3,1,7,2,-5,6,0
COc1ccc(OC)c(NC(=O)c2ccc3c(c2)C(=O)N(c2ccc(OC(C)=O)cc2)C3=O)c1,-10,-4,7,-10,0,4,-4,3,8,6
COc1ccc2[nH]c(=O)c(CN(Cc3nnnn3CCc3ccccc3)CC3CCCO3)cc2c1 (centres undefined),-3,-1,-2,-4,2,1,-3,2,-8,-2
N=c1n(CC(=O)c2ccc([N+](=O)[O-])cc2)c2ccccc2n1Cc1ccccc1Cl,8,-2,-1,-8,-2,4,4,1,4,5
CC(=O)Nc1ccc(C2=CC(=O)CC(C)(C)C2)cc1,-3,-1,-2,-6,2,2,2,-1,-2,-3

Other entries:
Molecule,SIAE inh,MBD2 inh,HTRA1 inh,TDP2 absorb,PRMT1 inh,ABHD4 inh,NPR2 activator,rCAG binder,TCR-CD3 inh,LEDGF integ inh
COc1ccc(OC)c2[nH]c(=O)c(CCNC(C)=O)cc12,-2,3,3,-3,4,10,-3,-1,-1,-1
COc1ccc(NC(=O)CCN2C(=O)/C(=C/c3ccc4c(c3)OCO4)SC2=S)cc1,3,-1,-18,13,-4,-4,-5,2,-1,0
CCc1cccc(NC(=O)[C@@H]2CCCN2C2=NS(=O)(=O)c3ccccc32)c1,4,-1,-2,-6,-1,-1,-7,7,1,-1
COc1cc(CCC(=O)OCc2nnc(-c3ccccc3)o2)cc(OC)c1OC,0,-8,3,10,-1,-3,-1,-9,4,1
COc1cc(CC(=O)Nc2ncc(C)s2)cc(OC)c1OC,1,-4,0,-12,-2,-5,-5,5,0,-2
CCCc1nnc(NC(=O)COC(=O)c2cc(C)nc3ccccc23)s1,4,0,-1,-1,-1,1,-2,0,-1,-5
CCOc1ccc(CNCc2cccnc2)cc1,1,-4,5,-7,2,0,2,-4,0,-1
O=C(CCn1nc(-c2ccc(F)cc2)ccc1=O)NCc1ccccc1,-1,-5,-4,1,-8,-1,-7,-6,5,4
C=CCn1c(SCC(=O)NC2CCCC2)nnc1-c1ccncc1,-2,1,2,-3,-2,-4,3,-1,6,5
Cc1cccc(-c2cccc3c4c([nH]c23)[C@@H]2C[C@H](N(C)C(=O)c3cccc(Cl)c3)[C@H]([C@H](C)O)CN2CC4)c1,-2,0,/,-6,-1,-2,-1,8,/,0

Carrying on:
Molecule,SIAE inh,MBD2 inh,HTRA1 inh,TDP2 absorb,PRMT1 inh,ABHD4 inh,NPR2 activator,rCAG binder,TCR-CD3 inh,LEDGF integ inh
COc1ccccc1NC(=O)CCN1C(=O)/C(=C\c2cc(OC)c(OC)c(OC)c2)SC1=S,9,2,3,9,1,8,5,2,9,-4
COc1cc(C(=O)OCC(C)=O)ccc1OCc1c(C)noc1C,4,0,-1,6,0,3,-2,-2,-6,-4
O=C(Cn1nnc(-c2ccccc2NC(=O)c2ccco2)n1)NC1CCCCC1,-6,-2,-7,8,-4,7,-6,-1,12,-1
CCOc1ccc(-c2nnc(NC(=O)Cc3ccc(OC)cc3)o2)cc1,0,6,-2,-16,7,-23,3,6,-5,-7
CCOCCc1c(O)nc(SCCOc2ccc(C)c(C)c2)[nH]c1=O,5,-1,9,3,5,0,-5,4,-3,-5
Cc1ccc(OCc2cc(C(=O)N(C)CC3CCOCC3)no2)cc1C,6,-3,-1,2,3,-4,3,-10,-3,1
C[C@]12c3[nH]c4cc(-c5ccco5)ccc4c3CCN1C(=O)[C@@H](CC(=O)NCc1cccc(C(F)(F)F)c1)C[C@@H]2C(=O)N1CCCCC1,-1,9,-5,-8,15,14,-3,8,-8,0
Cc1ccccc1N1C(N)=NC(N)=NC1(C)C,-5,-2,2,2,0,-3,/,3,2,3
CCn1c(O)c(N=NC(=O)CNc2ccc(C)cc2)c2ccccc21,-1,1,-2,8,4,6,-2,3,-5,-1
Fc1c(F)c(F)c(SCn2cc(Br)cn2)c(F)c1F,-3,1,1,0,-2,3,3,-2,1,2

Next structures follow.
Molecule,SIAE inh,MBD2 inh,HTRA1 inh,TDP2 absorb,PRMT1 inh,ABHD4 inh,NPR2 activator,rCAG binder,TCR-CD3 inh,LEDGF integ inh
O=C(CCC(=O)N1CCOc2ccc(Cl)cc21)NCCN1CCOCC1,9,0,-4,2,1,6,-2,-1,2,-2
CCCn1c(SCC(=O)N2CCCCC2)nnc1C(C)C,4,-3,6,-5,-1,2,8,-5,0,-3
CCc1c(C2(O)CCCCC2)[nH]c2ccc(C#N)cc12,3,-4,-20,3,2,-2,-7,1,-4,0
CCCn1c(SCC(=O)N(C)CC(=O)Nc2ccc(Cl)cc2)n[nH]c1=O,1,3,-3,9,-1,-3,4,2,0,1
CCOC(=O)C(C)Sc1nc(-c2ccccc2)nc2ccc(F)cc12 (centres undefined),-12,5,0,8,3,1,-18,-2,0,1
Cc1ccc(Cn2nnnc2CN2CCC(O)(c3ccccc3F)CC2)cc1,-3,-5,-3,6,0,3,1,-7,-1,1
